# Screening results deposited in PubChem BioAssay by several laboratories.
# GDH-TPI counter = counter-screen for M. tuberculosis FBA inhibitors: GDH-TPI coupled enzymes; GDH-TPI coupled enzyme counterscreen, NADH absorbance; inhibition, % at 4.8 µM; 360,000 tested, 1.2% active; AID 588335; in the data active = inhibition above about 30%;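 also: 0% = DMSO wells and 100% = wells lacking the enzyme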
# PfHsp40 rescue = restores yeast growth despite PfHsp40 toxicity | S. cerevisiae expressing PfHsp40, growth rescue, ATP luminescence | growth rescue, % at 12.5 µM | 340,000 tested, 0.68% active; in the data active = growth rescue above about 28%, passing the limit was not always enough; inconclusive = no clear call, values can overlap the other calls;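 also: yeast W303a lacking pdr1 and pdr3 grown in galactose medium; growth measured after three days at 30 °C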
# Y pestis TopoI = blocks Yersinia pestis topoisomerase I activity | activity, % at 10 µM | Y. pestis Topo-I cleavage product accumulation, plate reader | 360,000 tested, 0.064% active | AID 504884; in the data active = activity above about 50%, passing the limit was not always enough; inconclusive = no clear call, values can overlap the other calls; also: inactives centre near 2
# FadD28 binding = blocks FadD28 binding to the bisubstrate probe | fluorescence polarization | inhibition, % at 12.5 µM | 360,000 tested, 0.22% active; in the data active = inhibition above about 8.5%, passing the limit was not always enough; inconclusive = no clear call, values can overlap the other calls
# Mtb FBA inh = Mtb fructose-bisphosphate aldolase inhibition. purified M. tuberculosis FBA, fluorescence read-out. 360,000 tested, 2.3% active. P9WQA3. inhibition, % at 1 µM; in the data active = inhibition above about 27%;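 also: 0% = vehicle and 100% = reference inhibitor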
# Target sequence (P9WQA3 whole entry, looked up): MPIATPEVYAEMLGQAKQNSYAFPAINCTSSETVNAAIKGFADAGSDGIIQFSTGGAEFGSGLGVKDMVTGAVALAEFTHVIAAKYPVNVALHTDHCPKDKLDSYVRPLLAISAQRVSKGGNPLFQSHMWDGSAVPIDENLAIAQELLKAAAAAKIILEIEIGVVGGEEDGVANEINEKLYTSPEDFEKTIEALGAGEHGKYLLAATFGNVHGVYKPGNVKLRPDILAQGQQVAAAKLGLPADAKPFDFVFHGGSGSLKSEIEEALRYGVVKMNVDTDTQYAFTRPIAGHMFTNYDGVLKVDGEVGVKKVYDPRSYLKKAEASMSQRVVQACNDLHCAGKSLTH
# Mtb UGM inh = Mtb UDP-galactopyranose mutase inhibition; purified UGM, fluorescence polarization probe displacement; 320,000 tested, 0.06% active; inhibition, % at 10 µM; AID 504406; P9WIQ1; in the data active = inhibition above about 10%, passing the limit was not always enough; inconclusive = no clear call, values can overlap the other calls
# Target sequence (P9WIQ1 whole entry, looked up): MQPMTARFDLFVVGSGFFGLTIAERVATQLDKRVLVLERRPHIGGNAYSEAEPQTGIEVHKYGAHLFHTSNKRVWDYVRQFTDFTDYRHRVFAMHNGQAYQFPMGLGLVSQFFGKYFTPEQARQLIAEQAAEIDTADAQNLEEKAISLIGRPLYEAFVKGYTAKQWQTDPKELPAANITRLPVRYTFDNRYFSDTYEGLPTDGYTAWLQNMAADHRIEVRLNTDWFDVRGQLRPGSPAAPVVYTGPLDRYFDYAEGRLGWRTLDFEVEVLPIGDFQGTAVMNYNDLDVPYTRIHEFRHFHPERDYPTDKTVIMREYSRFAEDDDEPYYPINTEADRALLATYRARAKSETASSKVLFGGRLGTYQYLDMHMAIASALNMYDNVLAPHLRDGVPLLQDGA
# Vc quorum ag = inducers of Vibrio cholerae quorum light production without autoinducers; 350,000 tested, 0.16% active; V. cholerae BH1578 lux reporter, luminescence, 6 h; activation, % at 18.7 µM; in the data active = activation mostly above about 9.7%, no sharp cut-off; inconclusive = no clear call, values can overlap the other calls; inactive = mostly below about 3.7%; also: not every result past the cut was called active; inactives centre near 0; reference of the scale not given here
# BioA inh = blocks M. tuberculosis BioA enzyme activity; inhibition, % at 9.99 µM; purified M. tuberculosis BioA enzyme, plate reader; 360,000 tested, 0.096% active; AID 602481; in the data active = inhibition above about 40%; inconclusive = no clear call, values can overlap the other calls
# TcdB inh = TcdB glycohydrolase inhibition; P18177; TcdB glycohydrolase enzymatic assay, plate reader; inhibition, % at 9.99 µM; 350,000 tested, 0.24% active; in the data active = inhibition above about 10%
# * marks the source's active call; other numbers are inactive results; i = inactive; ? = inconclusive; . = no result given.
SMILES,GDH-TPI counter,PfHsp40 rescue,Y pestis TopoI,FadD28 binding,Mtb FBA inh,Mtb UGM inh,Vc quorum ag,BioA inh,TcdB inh
COc1ccc(CC2C(=O)N(c3ccccc3)C(=O)N(c3ccccc3)C2=O)c(OC)c1,-5,1.4,-3,-0.7,1,-1.3,-0.2,0.6,.
COC(=O)c1ccccc1NC(=O)c1cc([N+](=O)[O-])nn1Cc1ccccc1,1,-1.0,-3,-1.4,-4,0.6,0.7,.,.
O=C(CCC1CCCN(C(=O)C2(c3ccccc3)CC2)C1)N1CCN(c2ccccn2)CC1 (configuration not stated),9,1.5,39,-1.5,12,0.0,0.0,.,0.6
Cc1cccc(-n2c(C)cc(/C=C3/C(=N)N4C(c5ccccc5)=CSC4=NC3=O)c2C)c1,6,0.0,8,-0.1,-2,-2.4,-0.2,.,0.1
O=C(NCCc1ccc(F)cc1)c1cccc2c1C(=O)c1ccc(N3CCC(Cc4ccccc4)CC3)cc1S2(=O)=O,10,0.1,11,1.1,-5,11*,i,-3.8,.
COc1ccc(NC(=O)CSc2nc3ccc(OC)cc3[nH]2)cc1,11,4.9,-1,-1.2,7,-0.5,-0.4,-1.7,0.2
C=CCN=C(NC#N)SC,2,-2.5,-3,-1.2,1,-0.4,i,0.0,0.2
CCSCc1nc(N)nc(NCCc2ccccc2)n1,1,-0.7,-3,-5.5,-5,-0.9,i,-2.5,2.8
CCOC(=O)Cc1csc(/N=C/c2c(O)n(-c3ccc(C)c(C)c3)c(=O)c3ccccc23)n1,-5,0.5,-2,-2.7,7,2.3,-0.4,.,.
O=C(CCc1ccccc1)Nc1nn[nH]n1,5,-0.3,6,-0.9,2,2.7,-0.4,.,.
COc1cccc(OCc2ccc(Cn3nc(NC(=O)NCCc4ccc(OC)c(OC)c4)c4ccccc43)cc2)c1,19,.,29,-0.7,0,.,-0.4,-1.5,0.2
COc1ccccc1Nc1nc(N)nc(CN2CCN(c3ccccc3)CC2)n1,-4,1.7,9,-0.3,2,1.6,i,1.2,.
COc1cc(OC)c(NS(=O)(=O)c2c(C(=O)N3CCCCC3)c(C)n(C)c2C)cc1Cl,2,0.4,-1,-2.8,-2,-1.2,-2.6,0.7,0.7
Cc1noc(NS(=O)(=O)c2ccc(N3C(=O)c4ccccc4C3=O)cc2)c1C,7,4.1,-4,-3.5,-4,4.8,i,0.2,.
COc1ccc(S(=O)(=O)NC(=O)C2(C)CCN2C(=O)CC2CC2)cc1 (configuration not stated),9,.,-2,0.1,3,.,0.2,0.0,-0.3
CC(=O)N1N=C(c2c(-c3ccccc3)c3cc(Br)ccc3[nH]c2=O)CC1c1ccco1 (configuration not stated),14,-0.5,0,-7.5,-1,1.5,i,-0.1,0.8
CCCn1c(SCC(=O)N2c3ccccc3CCc3ccccc32)nc2c1c(=O)n(C)c(=O)n2C,3,-1.6,5,-3.9,-1,-2.6,-0.2,-0.9,.
CC(CN1CCOCC1)C(=O)O (configuration not stated),-2,0.3,-1,-2.5,3,-0.9,-5.0,1.5,.
CCCC(C)C(=O)Nc1ccc(Cl)cc1Cl (configuration not stated),-5,-0.3,0,-1.3,2,1.5,i,0.1,.
c1cc(CNC2C3CC4CC(C3)CC2C4)ccn1 (configuration not stated),-1,-1.9,-5,-3.2,0,0.6,-0.3,1.8,1.0
C=CCc1cc(C)ccc1OCCCC(C(=O)OCC)C(=O)OCC,8,1.3,?,-0.2,-3,-0.4,-0.7,0.7,0.5
O=S(=O)(Nc1ccc(Br)cc1)c1cccc(NS(=O)(=O)c2cccs2)c1,-3,1.9,0,-2.6,-1,.,-1.9,5.3,4.9
COc1cc(C(=O)NCc2ncccc2C)ccc1OC1CCN(C(C)=O)CC1,-2,1.7,-2,-2.5,-1,1.8,i,0.8,0.1
CCC(=O)NC(c1ccc(OC)cc1)c1c(O)ccc2ccccc12 (configuration not stated),-1,-1.4,-12,-2.2,15,-2.5,0.2,0.7,0.4
CCN(C(=O)CSc1nnnn1-c1cc(C)ccc1OC)C1CCS(=O)(=O)C1 (configuration not stated),10,-0.3,1,0.6,2,-0.4,2.0,2.8,.
CC1(C)OC(=O)C(=C2CCCN2)C(=O)O1,12,-0.1,0,-0.8,0,-1.2,.,0.1,.
Cc1cc(C(=O)N2CCCC(Nc3ccc(F)cc3)C2)n(C)n1 (configuration not stated),3,-0.1,18,0.9,2,-0.6,i,5.0,1.6
O=C(NCc1ccc2c(c1)OCO2)C1CCN(S(=O)(=O)c2cccc3nsnc23)CC1,7,-0.5,7,0.1,1,-2.4,-0.3,-4.5,.
O=C(Nc1ccccc1N1CCCCC1)c1ccc(N2C(=O)c3ccccc3C2=O)cc1,8,0.4,4,-2.4,-1,2.6,-6.2,2.8,.
Cc1ccc(SCC(=O)N(C)CC(=O)Nc2cccc(F)c2)c(C)c1,4,.,7,-0.6,3,-0.9,0.7,.,3.3

# 5 entries picked at random from those above, as already listed:
SMILES,GDH-TPI counter,PfHsp40 rescue,Y pestis TopoI,FadD28 binding,Mtb FBA inh,Mtb UGM inh,Vc quorum ag,BioA inh,TcdB inh
CCN(C(=O)CSc1nnnn1-c1cc(C)ccc1OC)C1CCS(=O)(=O)C1 (configuration not stated),10,-0.3,1,0.6,2,-0.4,2.0,2.8,.
O=C(NCc1ccc2c(c1)OCO2)C1CCN(S(=O)(=O)c2cccc3nsnc23)CC1,7,-0.5,7,0.1,1,-2.4,-0.3,-4.5,.
O=S(=O)(Nc1ccc(Br)cc1)c1cccc(NS(=O)(=O)c2cccs2)c1,-3,1.9,0,-2.6,-1,.,-1.9,5.3,4.9
Cc1cc(C(=O)N2CCCC(Nc3ccc(F)cc3)C2)n(C)n1 (configuration not stated),3,-0.1,18,0.9,2,-0.6,i,5.0,1.6
CCC(=O)NC(c1ccc(OC)cc1)c1c(O)ccc2ccccc12 (configuration not stated),-1,-1.4,-12,-2.2,15,-2.5,0.2,0.7,0.4

# Additional entries follow:
SMILES,GDH-TPI counter,PfHsp40 rescue,Y pestis TopoI,FadD28 binding,Mtb FBA inh,Mtb UGM inh,Vc quorum ag,BioA inh,TcdB inh
COc1ccc(C2(c3ccc(OC)cc3)NC(=O)N(CC(=O)Nc3ccc(OC)c(OC)c3)C2=O)cc1,0,-0.2,11,1.6,0,-0.6,-0.3,-0.1,0.5
O=C(CCC(F)(F)F)N1CCC(CO)(CCc2ccccc2)CC1,-3,-1.3,4,-0.7,1,-0.6,-0.3,0.8,-1.3
CCN(CC(=O)NC1CCS(=O)(=O)C1)S(=O)(=O)c1cccc(C(C)=O)c1 (configuration not stated),-4,0.2,-9,-2.7,-1,4.7,1.4,.,1.0
CCOC(=O)C1=C(C)NC(SCC(N)=O)=C(C#N)C1c1ccccc1 (configuration not stated),6,0.5,6,0.2,1,0.3,-6.7,4.6,.
CCNC(=S)Nc1scc(-c2ccccc2)c1C(=O)OCC,-3,3.2,-11,-3.9,-2,1.8,-0.3,.,0.1
COc1ccc(S(=O)(=O)NNC(=O)c2csc(-n3nc(C)cc3C(F)(F)F)n2)cc1,-8,1.0,10,-4.5,-12,-0.1,i,-1.3,.
O=C(CSc1nc(=O)n2ccccc2n1)N1CCCCCC1,24,0.2,4,-1.7,-1,-2.8,-0.3,.,1.8
CN1C(=S)SC(N(O)C(=O)Nc2ccccc2)C1(C)C (configuration not stated),-5,-0.1,1,-0.2,0,-1.3,-0.8,-2.0,.
O=C1CN(C(=O)C2CCCC2)CCN1,8,0.6,2,0.4,-4,-0.4,-0.2,.,1.5
O=C(NC1CCCCC1)C1CCN(S(=O)(=O)c2cccs2)CC1,-2,-1.0,0,-3.2,1,0.4,i,-0.1,.
CC(OC(=O)C1CC2CCCC(C1)C2=O)C(=O)Nc1cccc([N+](=O)[O-])c1 (configuration not stated),11,-0.4,5,-2.0,1,6.0,i,0.2,-0.3
CCOc1ccc(NC(=O)NNC(=O)C(C)Oc2ccccc2OC)cc1 (configuration not stated),2,0.7,-8,-1.2,-1,3.1,i,1.1,0.6
CC[C@@]12C(=O)N(c3ccc(C)cc3)C(=O)N1[C@H](c1cccc(C)c1)[C@@H]1C(=O)N(Cc3ccccc3)C(=O)[C@@H]12,4,2.8,-4,-1.2,1,4.8,0.5,-0.7,0.9
O=C1NC2=C(C(=O)CCC2)C(c2cccc([N+](=O)[O-])c2)N1 (configuration not stated),6,-0.2,3,-0.3,2,.,0.1,-0.2,-0.4
CCCN(CCC)C1=N/C(=C\c2ccco2)C(=O)N1c1ccccc1,14,-0.5,28,-2.1,1,-0.3,0.8,.,.
Fc1ccc(NC(=S)N2N=CCC2c2ccccc2)cc1 (configuration not stated),8,1.2,-11,-3.4,0,3.6,-0.2,-1.0,.
C/C(=N\NC(=O)c1c[nH]c2ccccc12)c1ccc(C)o1,33*,-0.4,-3,-0.9,-2,3.3,-1.3,-0.4,.
O=C(Nc1ccn(CCCN2CCN(Cc3ccc(F)cc3)CC2)c(=O)n1)OCc1ccccc1,5,.,22,-2.8,-1,.,-0.4,-1.7,1.3
CCOc1cc(C=O)ccc1OCC(=O)NC(C)(C)C,-1,0.5,-3,-3.5,2,-1.5,3.0,.,0.8
CSCCC1COC(c2cccs2)=N1 (configuration not stated),-9,0.3,5,-3.4,1,-1.5,0.0,.,-0.4
CCO[C@H]1OC(C(=O)Nc2ccccc2)=C[C@@H](c2ccc(C(F)(F)F)cc2)[C@@H]1CCCO,-5,11,-2,-4.1,-1,-1.6,i,-4.7,-1.3
CN(CC(=O)c1c(N)n(C)c(=O)n(C)c1=O)c1ccccc1,1,-2.1,0,-2.5,-3,1.4,-0.1,1.0,0.4
CCN(CC)CCNC(=O)c1cc(-c2cccnc2)nc2ccc(S(=O)(=O)N3CCC(C)CC3)cc12,-2,-0.7,9,-0.2,4,-1.5,i,5.3,1.5
Cc1cc(C)n(C2CC(=O)N(c3cccc(Cl)c3)C2=O)n1 (configuration not stated),-1,0.2,5,-0.2,2,-3.2,-0.4,.,3.7
O=C(Cn1nc(-c2ccc(Cl)cc2)ccc1=O)NCCN1CCOCC1,6,-0.1,1,-0.9,1,0.4,-0.3,0.1,1.3
CCN(CC)CCN1C(=O)C(=O)/C(=C(/O)c2ccc(C)cc2)C1c1cccnc1 (configuration not stated),4,0.7,-1,-4.7,2,-1.2,i,-0.4,-0.1
Nc1nnnn1/N=C/c1ccc(Br)cc1,7,-2.5,1,-2.2,1,1.2,i,-0.7,0.8
O=[N+]([O-])c1ccccc1CSc1ccccn1,13,-0.2,2,0.5,3,1.8,i,4.0,1.4
COc1ccc(C(=O)NC(=S)NNC(=O)c2cccnc2)cc1,11,0.7,-2,-0.8,2,-1.1,-0.3,2.3,0.0
O=C1Nc2ccccc2C1=Nc1ccc(F)cc1,3,-0.3,8,0.5,-3,0.6,i,.,.
O=C(CC(=O)c1cccnc1)c1ccccc1,31*,2.0,-6,-1.0,4,.,i,-3.3,0.6
Oc1ccccc1Nc1nc(NCc2ccccc2)c2ccccc2n1,0,0.3,-45,-21,-1,0.6,-0.4,.,1.8
COc1ccccc1/C=C/C(=O)OC(C)CN1CCOCC1 (configuration not stated),7,0.5,6,-4.6,21,-1.3,-6.2,-1.2,.
COC(=O)C1=C(c2ccc(C(C)=O)cc2)C[C@@H]2CC[C@H]1N2C(=O)NC1CCCCC1,5,-0.2,7,0.4,1,-2.4,-0.1,6.8,4.1
COC(=O)N1C(=O)[C@@](c2ccccc2)(C2CCCC2)N1C(=O)OC,-1,15,6,-0.2,2,3.1,-5.2,0.6,.
COC(=O)Cc1cc(=O)n2[nH]c(C)cc2n1,-1,-1.2,-2,1.4,8,0.5,-2.3,-1.1,.
O=C1c2sc3nc4n(c(=O)c3c2CCC1Br)CCCCC4 (configuration not stated),16,-1.1,-8,-1.1,4,1.0,-0.3,0.4,.
CCCCn1c(N)c(N(CCC(C)C)C(=O)COC(=O)c2cccnc2OCC)c(=O)[nH]c1=O,20,0.2,5,0.4,3,.,0.8,3.2,1.4
COc1ccc(OCCSc2ncc(CO)n2C)cc1,9,-1.1,-4,0.2,1,-0.9,i,-0.9,0.6
CCOC(=O)Cc1cc(=O)[nH]c(/N=C(\N)Nc2ccc(C)c(C)c2)n1,-6,0.9,0,-3.3,-1,-1.8,i,.,0.5
